Tau ThT inhib – inhibitors of human tau fibril formation, thioflavin T binding; AID 1460; 270,000 compounds, 2.1% hits; Potency, µM (top dose mostly 57.4 µM), inactives show at the highest dose activity, negative = inhibition, hits mostly inhibitors; P10636; recombinant tau K18 P301L, heparin-induced fibrillization, ThT fluorescence; also: nearly all actives have a fitted effect of over 55% in size
Target sequence (P10636 561-689 P618L limits assumed): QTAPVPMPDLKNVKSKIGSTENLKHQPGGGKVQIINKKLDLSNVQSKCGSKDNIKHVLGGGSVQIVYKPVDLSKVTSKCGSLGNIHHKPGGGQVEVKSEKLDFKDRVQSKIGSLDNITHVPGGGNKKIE
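K18 P301L tau (15 uM + 0.24 uM Alexa 594-tagged), heparin 20 uM, NaOAc pH 7, 6 h 37 C; ThT 30 uM, 1 h RT, ex 450/em 510 nm.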
L3MBTL1 block – inhibitors of human L3MBTL1. Q9Y468. AlphaScreen L3MBTL1–H3K9me1 peptide binding. Potency, µM (highest dose often 57.1 µM), without a hit: at the highest dose activity, negative = inhibition, usual class: inhibitors. 230,000 compounds, 0.66% hits. AID 485360; also: nearly all actives have a fitted effect of over 60% in size
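L3MBTL1 50 nM + b-AHA-H3(1-15)K9me1 75 nM, 30 min RT; compound added, 30 min RT; streptavidin donor/Ni-chelate acceptor beads 10 ug/mL each final, 30 min RT dark; AlphaScreen read.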
TR SRC2 fluor cs – Texas Red fluorescence interference in TRb-SRC2 counter-screen. 280,000 compounds, 0.29% hits. TRb/SRC2 Texas Red total fluorescence interference. AID 1479. Potency, µM (series often up to 106 µM), for inactives: top-dose fluorescence change, negative = quenching; active = well fitted curve in either direction with a large enough effect; inconclusive = small, poorly fitted or top-dose-only effect
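Human TRb ligand-binding domain at 0.6 uM with 20 nM Texas Red SRC2 peptide in Tris buffer containing 1 uM T3 and 5% DMSO, incubated with compound 5 h at ambient temperature. Total fluorescence (555/632 nm) calculated as parallel + 2 × perpendicular.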
Tau fibril FP – tau fibrillization inhibition (FP); P10636; K18 P301L tau heparin fibrillization, Alexa594 FP, 6 h; Potency, µM (top dose mostly 57.7 µM), without a hit: at the top dose activity, negative = inhibition, actives largely listed as inhibitors; 280,000 compounds, 0.39% hits; also: nearly all actives have a fitted effect of over 55% in size
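Read-out: fluorescence polarization of Alexa 594-labeled tau (0.24 uM), 555 nm excitation, 632 nm emission. Mixtures held 15 uM unlabeled K18 P301L, compound and 20 uM heparin, pH 7 acetate buffer, incubated 6 hr at 37 C.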
ALDH1A1 block – ALDH1A1 (human) enzyme inhibition; Potency, µM (titrated, usually from 75.3 µM), inactives show at the highest dose activity, negative = inhibition, actives largely listed as inhibitors; Purified ALDH1A1, NADH fluorescence, propionaldehyde substrate; AID 1030; 220,000 compounds, 7.3% hits; P00352; active = well fitted inhibition curve with a large enough effect, not every such curve was filed as active; inconclusive = small, poorly fitted or top-dose-only effect, or another doubt; inactive = no such curve, though single readings can be large or run the other way;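 also: plate controls were no enzyme wells and a reference inhibitor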
Target sequence (P00352 whole entry, looked up): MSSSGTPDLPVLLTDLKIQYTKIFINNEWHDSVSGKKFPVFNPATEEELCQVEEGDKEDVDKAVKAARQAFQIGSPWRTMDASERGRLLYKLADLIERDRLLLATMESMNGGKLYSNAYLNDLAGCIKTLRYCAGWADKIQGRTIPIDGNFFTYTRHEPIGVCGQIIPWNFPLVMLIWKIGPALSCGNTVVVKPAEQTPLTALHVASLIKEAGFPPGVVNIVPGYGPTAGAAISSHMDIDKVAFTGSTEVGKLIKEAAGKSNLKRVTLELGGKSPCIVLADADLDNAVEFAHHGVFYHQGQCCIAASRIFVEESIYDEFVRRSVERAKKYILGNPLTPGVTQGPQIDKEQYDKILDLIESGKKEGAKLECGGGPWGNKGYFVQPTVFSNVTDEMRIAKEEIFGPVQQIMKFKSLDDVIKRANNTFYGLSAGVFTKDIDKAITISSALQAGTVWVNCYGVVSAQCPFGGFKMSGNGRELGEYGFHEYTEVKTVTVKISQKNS
TRb SRC2 PPI – disrupts binding of human TR beta to SRC2; P10828; TRbeta-SRC2 peptide binding, fluorescence polarization; receptor liganded with 1 µM T3; Potency, µM (highest dose often 106 µM), for the others: top-dose activity change, negative = inhibition, usual class: inhibitors; 280,000 compounds, 0.065% hits;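 also: plate controls were bound peptide for no effect and peptide without receptor for full effect; nearly all actives have a fitted effect of over 50% in size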
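TRb LBD 0.6 uM + Texas Red SRC2 peptide 20 nM, 1 uM T3, Tris buffer w/ 5% DMSO; compound pinned, 5 h RT; FP read ex 555/em 632; normalized to unbound and bound controls.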
GLA spleen mod – alpha-galactosidase A (human) modulation | 240,000 compounds, 0.008% hits | P06280 | human spleen homogenate, 4MU-alpha-Gal fluorescence, 40 min | Potency, µM (titrated, usually from 80 µM), without a hit: top-dose activity change, negative = inhibition, usual class: inhibitors;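 also: 0% = enzyme with vehicle and -100% = no enzyme basal signal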
Target sequence (P06280 32-429 limits assumed): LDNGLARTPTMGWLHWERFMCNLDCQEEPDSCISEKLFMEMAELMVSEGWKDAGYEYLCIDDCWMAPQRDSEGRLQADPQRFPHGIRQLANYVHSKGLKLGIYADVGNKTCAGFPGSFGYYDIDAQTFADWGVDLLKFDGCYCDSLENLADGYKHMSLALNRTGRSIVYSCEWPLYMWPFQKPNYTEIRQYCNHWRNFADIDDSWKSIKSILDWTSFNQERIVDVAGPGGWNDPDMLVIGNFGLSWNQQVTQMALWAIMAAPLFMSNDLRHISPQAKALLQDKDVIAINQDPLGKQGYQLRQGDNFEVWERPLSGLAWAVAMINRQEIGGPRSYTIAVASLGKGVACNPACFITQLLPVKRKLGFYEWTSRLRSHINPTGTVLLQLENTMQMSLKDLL
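qHTS titration in buffer at pH 5.0. Alpha-galactosidase activity in spleen homogenate was measured via 4-methylumbelliferone release from 1 mM fluorogenic substrate after 40 min at 37C and a pH 10 stop. AC50 came from Hill fits of control-normalized data.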
Tau fluor cs – counter-screen for tau fibril formation inhibitors; tau K18 P301L (four-repeat tau fragment) Alexa594 fluorescence, heparin fibrillization; Potency, µM (highest dose often 57.7 µM), without a hit: top-dose activity change, negative = decrease; 280,000 compounds, 0.93% hits; also: nearly all actives have a fitted effect of over 55% in size
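Human K18 P301L tau (15 uM unlabeled plus 0.24 uM Alexa 594-labeled, final) in 100 mM sodium acetate pH 7 was mixed with compound and 20 uM heparin and incubated 6 hr at 37 C.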
Active calls of the source: *; ? = inconclusive; / = not tested or not shown; & = joins results of further samples; [ ] = another dose, or the depositor's remark. Unless noted, calls follow the shape of the dose curve; as a rule, active = well fitted curve in the direction sought with a large enough effect; inconclusive = small, poorly fitted or top-dose-only effect, or another doubt; inactive = no such curve, though single readings can be large; an effect the other way counts as inactive or inconclusive. Unless noted, % is scaled to controls: 0 for no effect and ±100 for the full control effect; potency is read from the fitted curve at half-maximal effect.

mol	Tau ThT inhib	L3MBTL1 block	TR SRC2 fluor cs	Tau fibril FP	ALDH1A1 block	TRb SRC2 PPI	GLA spleen mod	Tau fluor cs
CC(C)(C)OC(=O)N1CCC(C(=O)N2CCC[C@H]2C(=O)O)CC1	-2%	1%	-1%	-9%	0%	-2%	12%	-2%
COc1cc(CNCc2ccncc2)cc(Br)c1OCc1ccccc1F	-2%	4%	0%	-2%	-3%	-1%	-7%	-11%
C=CCn1c(=N)c(C(=O)NCCCOC)cc2c(=O)n3ccccc3nc21	-3%	-2%	0%	-13%	?	-5%	?	-9%
O=C(NCCN1C(=O)S/C(=C\c2ccc(OC(F)F)cc2)C1=O)c1cnccn1	-18%	2%	-1%	7%	5%	7%	3%	-13%
CC1(OC(=O)c2cnc3ccccc3n2)C(=O)C=C2C=C(c3ccc(C#N)cc3)OC=C2C1=O (stereo not given)	-6%&6%	/	0%&-2%	-3%&-4%	-10%&22%	6%&0%	5%&-17%	-12%&-3%
CCOc1ccccc1NC(=O)Nc1cc(C(=O)O)ccc1C	-14%	11%	-1%	6%	-1%	-4%	2%	4%
Cc1cc(NC(=O)CCN2C(=O)C3C4CCC(C4)C3C2=O)c(C)cc1Br (stereo not given)	-5%	-2%	-1%	0%	?	-11%	0%	-6%
Cc1ccccc1C(=O)NC1CCN(Cc2ccccc2)CC1	-8%	0%	-1%	-1%	-8%	8%	7%	-12%
COc1ccc2c(c1)N(C[C@@H](C)CN(C)C)c1ccccc1S2	/	/	-3%[53 µM]	/	13%[20.9 µM]	0%[53 µM]	3%[29.1 µM]	/
COc1ccccc1NC(=S)NC12CN3CN(CN(C3)C1)C2	-6%	/	-5%	-5%	-4%	1%	-19%	-4%
Cc1oc(-c2ccccc2F)nc1CS(=O)(=O)CC(=O)N1CCN(c2cccc(C(F)(F)F)c2)CC1	-5%	/	0%	3%	/	1%	/	-7%
COc1ccc(CCNC(=O)CSc2nnc(C(C)N(C)C)n2Cc2ccccc2)cc1OC (stereo not given)	-11%	/	-1%	-9%	-3%	5%	9%	-3%
CCn1c(CNC(=O)COc2ccc(C(C)C)cc2)nnc1SCC(=O)Nc1ccccc1C(C)C	-13%	-5%	-4%	4%	?	-1%	9%	-9%
O=C(Nc1ccc(Br)cc1F)c1cc(S(=O)(=O)NCc2ccc(F)cc2)ccc1F	9%	/	-1%	?	/	-3%	/	-1%
Cc1ccc(NC(=O)COC(=O)CNC(=O)c2ccc3ccccc3c2)c([N+](=O)[O-])c1	-15%	-10%	0%	2%	-6%	-2%	1%	?
O=C(CSCc1ccc(Cl)cc1)NN=C1CCCC1	-5%	-2%	-1%	3%	?	-2%	-3%	-3%
CCNC(=O)CC1C(=O)N(c2ccccc2)C(=O)N1CCC(C)C (stereo not given)	0%	-3%	-5%	-5%	-4%	-1%	-6%	2%
Cc1ccc(NC(=O)C2CCN(C(=O)NC3CCCCC3)CC2)c(C)c1	0%	-8%	-4%	-6%	-1%	-7%	11%	1%
O=S(=O)(c1ccc(N2CCCC2)nc1)N1CCOCC1	-5%	/	1%	0%	2%	-3%	-4%	-4%
CCCc1cc(NCc2ccccn2)n2nc(C)c(-c3ccccc3)c2n1	?	19%	4%	7%	/	5%	0%	?
C/C=C(\C)C(=O)Nc1cccc(C2=NOC3(C2)C[C@@H](C(N)=O)N(C(=O)c2ccccc2C(=O)c2ccccc2)C3)c1 (stereo not given in full)	1%	/	-1%	-5%	/	-8%	7%	8%
Cc1ccc(C2CC(=O)Oc3ccc(O)cc32)cc1 (stereo not given)	-14%[126 µM]	/	-1%[201 µM]	4%[126 µM]	32µM*	-6%[201 µM]	?	-15%[126 µM]
O=S(=O)(c1cccs1)N1CCN(c2ccc(Cl)cc2)CC1	-9%	/	-3%	-20%	/	-2%	/	?
COc1cccc(CNC(=O)c2cc3ccccn3n2)c1	-2%	/	1%	2%	-10%	0%	6%	0%
COc1ccc(/C(O)=C2\C(=O)C(=O)N(c3cc(C)on3)C2c2ccccc2OC)cc1C (stereo not given)	?	-8%	1%	1%	-28%	-1%	7%	-4%
Cc1cccc2cc(C#N)c(NCCNC(=O)NC3CCCCC3)nc12	2%	8%	1%	-3%	3%	-12%	6%	1%
CC(C)(C)C(=O)Nc1nc(=S)ss1	?	/	-1%	?	5.6µM*	-5%	-5%	-11%
COc1ccc(C2CC(=O)N(Cc3ccc(C)cc3)c3c2c(C)nn3-c2nc(C)cc(C)n2)c(OC)c1 (stereo not given)	-6%	/	9%	-2%	/	-11%	/	-7%
C=C1c2cc(C)c(C)cc2NC(=O)N1c1ccccc1	-8%	18%	-6%	-5%	/	-4%	-7%	0%
COC(=O)Cc1cc(=O)oc2cc(O)ccc12	-6%	6%	0%	9%	?	6%	?	-1%
O=C(COc1ncnc2ccccc12)NCCC1=CCCCC1	7%	-2%	1%	3%	2%	-3%	-1%	3%
Cc1ccc2nc(NC(=O)C3CCN(S(=O)(=O)c4cc([N+](=O)[O-])ccc4Cl)CC3)sc2c1	?	10µM*	-14%	6%	?	9%	3%	?
C#CC(CC)(CC)NC(=O)NC1CCCCC1	-3%	6%	3%	-3%	0%	-3%	-4%	1%
O=Cc1cccn1-c1nccc(-c2ccco2)n1	-11%	-6%	-5%	0%	22µM*	-6%	-6%	2%
Cc1ccc(Oc2nnc(-c3ccccc3)c3ccccc23)cc1	?	5%	0%	-13%	?	1%	6%	-11%
Cn1c(=O)[nH]c(=O)c2c1nc(CN1CCN(c3ccccc3)CC1)n2Cc1c(F)cccc1Cl	5%	/	0%	-3%	/	-1%	/	6%
CCCN(CCC)CCNC(=O)Cn1cnc2sc(C)c(S(=O)(=O)N3CCC(C)CC3)c2c1=O	-6%	/	-4%	1%	/	5%	/	-12%
CC(C)CC(=O)Nc1ccc(C(=O)NNC(=S)NC(=O)C2CCCCC2)cc1	?	14%	1%	-3%	-1%	-3%	10%	-17%
Cc1ccc(S(=O)(=O)NC(CC(=O)O)c2ccccc2)c(C)c1 (stereo not given)	-9%	48%[activator]	-5%	-4%	4%	-5%	-6%	-8%
COCC(=O)c1[nH]c2ccccc2c1C	-9%	3%	-2%	-3%	7.9µM*	-14%	14%	-4%
CCC(C)NC(=O)c1ccc2c(c1)N=C(C)c1cc(C)ccc1S2 (stereo not given)	-8%	/	-2%	3%	/	-7%	/	-8%
CCC(NC(=O)Nc1cc(C)on1)(C(F)(F)F)C(F)(F)F	-2%	0%	-3%	0%	/	-1%	-1%	-8%
Cc1cccc(OCC(=O)Nc2cccc(O)c2)c1	-5%	0%	3%	10%	9%	4%	10%	-5%
CCc1ccc(Cc2cnc(NC(=O)c3ccc4c(c3)CC(c3ccccc3)OC4=O)s2)cc1 (stereo not given)	3%	/	-51%	-8%	/	5%	/	-10%
COc1ccc(C(c2c(NC(C)=O)sc3c2CCCC3)N2CCN(CCO)CC2)cc1OC (stereo not given)	-3%	-14%	-6%	7%	4%	-9%	-4%	-6%

Entries of single compounds, looked up by structure. Order of screens: Tau ThT inhib | L3MBTL1 block | TR SRC2 fluor cs | Tau fibril FP | ALDH1A1 block | TRb SRC2 PPI | GLA spleen mod | Tau fluor cs
`C#CC(CC)(CC)NC(=O)NC1CCCCC1` is listed as -3% | 6% | 3% | -3% | 0% | -3% | -4% | 1%
`CCC(C)NC(=O)c1ccc2c(c1)N=C(C)c1cc(C)ccc1S2` (stereo not given) is listed as -8% | / | -2% | 3% | / | -7% | / | -8%

Other records
mol	Tau ThT inhib	L3MBTL1 block	TR SRC2 fluor cs	Tau fibril FP	ALDH1A1 block	TRb SRC2 PPI	GLA spleen mod	Tau fluor cs
CC(=O)N1c2ccccc2C(=O)C1N1CCN(c2ccc(Cl)cc2)CC1 (stereo not given)	?	/	-1%	7%	/	-5%	/	-26%
O=C(COC(=O)c1cccs1)c1ccc2ccccc2c1	4%	14%	0%	-3%	2%	-8%	12%	0%
CCc1n(CC(O)COCC2CC=CCC2)c2ccccc2[n+]1C (stereo not given)	-7%	-2%	-1%	-7%	-6%	0%	-3%	-4%
S=c1nc[nH]c2c1sc1nc(N3CCOCC3)c3c(c12)CCCC3	?	/	-3%	2%	1.4µM*	-7%	7%	-27%
O=C1C=CC(O)(c2cc(=O)c3c(O)cc(O)cc3o2)C=C1	13µM*	7%	-2%	11µM*	-2%	3%	-2%	-25%
Cc1ccc(NC(=O)CN2C(=O)c3cccnc3Sc3ccccc32)c(Br)c1	-2%	/	-1%	4%	/	-1%	/	-1%
CC(=O)Nc1ccc(S(=O)(=O)N2CCN(Cc3cccc([N+](=O)[O-])c3)CC2)cc1	0%	1%	0%	-9%	?	-9%	-2%	-5%
O=C(Nc1ccc2snnc2c1)N1CCN(c2ccccc2)CC1	?	-5%	-3%	-3%	-8%	3%	-3%	-24%
CCN1CCN(CCn2c(=S)[nH]c3ccccc3c2=O)CC1	-17%	/	-2%	-6%	-5%	-4%	-3%	-8%
C[C@H](NC(=O)c1nc[nH]c1C(=O)N[C@@H](CCCCNC(=O)OC(C)(C)C)C(=O)OC(C)(C)C)c1ccccc1	-6%	/	-1%	-9%	/	4%	5%	-16%
CC1CCc2ccc(F)cc2N1S(=O)(=O)c1cccs1 (stereo not given)	7%	/	-4%	-10%	5%	-1%	3%	-14%
CCc1ccc(NC(=O)C(CC)n2nnc(C(=O)OC)c2C(=O)OC)cc1 (stereo not given)	-5%	/	-2%	-7%	/	-3%	/	-6%
O=C(NCc1ccccc1)c1ccccc1-c1nc2ccccc2[nH]1	-13%	/	-2%	-3%	3%	-1%	-11%	-17%

Assay outcomes deposited in PubChem BioAssay by National Center for Advancing Translational Sciences (NCATS).
